PNC assembly inh: blocks assembly of the perinucleolar compartment; actives 3.1% (n = 140,000); activity change (PNC), negative = inhibition, % at 10 µM; AID 2417; PC3M PTB-GFP, PNC prevalence imaging, 16 h; hits give low values;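 active = readout at or below -70, meaning at least 70% loss of cells showing the perinucleolar compartment, a nuclear body marking cancer cells; inconclusive = readout between -30 and a set limit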;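 note: plate controls were DMSO wells for no effect and camptothecin positive control wells for full effect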
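Compounds are pinned in duplicate onto adhered PC3M cells stably expressing GFP-tagged PTB and incubated 16 h at 37 C. Cells are then fixed, nuclei stained with Hoechst, and PNC-positive cells counted.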
12-hLO inh: 12-hLO (ALOX12) enzyme inhibition | actives 0.12% (n = 150,000) | purified 12-hLO, xylenol orange hydroperoxide absorbance | P18054 | Potency, µM (titrated, usually from 57.1 µM), without a hit: at the highest dose activity change, negative = inhibition, most hits filed as inhibitors; note: potency is the fitted concentration of half-maximal effect; nearly all actives have a fitted effect of over 55% in size; many of its hits are not listed in these tables
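Xylenol orange chromogenic assay: hydroperoxide from 12hLO oxidises Fe(II), giving red-shifted Fe(III)-XO absorbance. Conditions: 150 nM enzyme, 40 uM arachidonic acid, 25 mM Hepes pH 7.0, 0.01% Triton X-100, 30 min, room temperature.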
IMPase cell inh: IMPase inhibition in cells. P97697. CHO-M1 cells, IP1 accumulation, HTRF TR-FRET ratio. inhibition (IP1 accumulation), % at 46.1 µM. 120,000 tested, under 10 active. AID 901; active = well fitted curve in the direction sought with a large enough effect in the signal ratio, not every such curve was filed as active; inconclusive = small, poorly fitted or top-dose-only effect, or a change in a side signal; inactive = no such curve, though single readings can be large or run the other way; the % refers to the signal ratio;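 note: cells stimulated with carbachol in lithium chloride buffer; plate controls were DMSO basal wells for no effect and reference inhibitor wells for full effect; higher means more IMPase inhibition seen as more IP1 and lower FRET ratio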
Target sequence (P97697 whole entry, looked up): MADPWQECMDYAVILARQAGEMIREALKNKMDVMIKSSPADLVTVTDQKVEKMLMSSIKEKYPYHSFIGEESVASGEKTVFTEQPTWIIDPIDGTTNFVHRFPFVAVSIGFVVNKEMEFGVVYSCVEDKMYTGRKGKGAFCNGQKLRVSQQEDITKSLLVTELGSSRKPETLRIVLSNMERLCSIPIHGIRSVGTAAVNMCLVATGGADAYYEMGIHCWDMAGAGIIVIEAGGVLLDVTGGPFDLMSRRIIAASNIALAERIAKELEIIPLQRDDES
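CHO-M1 cells (CHO stably expressing M1 receptor), compound up to 46 uM final, stimulated with carbachol (50 uM as added) in buffer with 50mM LiCl, pH 7.4, 30 min at 37C. Cytosolic IP1 read by TR-FRET; AC50 from Hill fits.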
15-hLO-2 inh: 15-hLO-2 (ALOX15B) enzyme inhibition; O15296; purified 15hLO-2, xylenol orange hydroperoxide absorbance; Potency, µM (doses to about 57.1 µM), without a hit: top-dose activity change, negative = inhibition, most hits filed as inhibitors; actives 0.56% (n = 110,000); AID 881; note: potency is the fitted concentration of half-maximal effect; nearly all actives have a fitted effect of over 60% in size; many of its hits are not listed in these tables
Target sequence (O15296 whole entry, looked up): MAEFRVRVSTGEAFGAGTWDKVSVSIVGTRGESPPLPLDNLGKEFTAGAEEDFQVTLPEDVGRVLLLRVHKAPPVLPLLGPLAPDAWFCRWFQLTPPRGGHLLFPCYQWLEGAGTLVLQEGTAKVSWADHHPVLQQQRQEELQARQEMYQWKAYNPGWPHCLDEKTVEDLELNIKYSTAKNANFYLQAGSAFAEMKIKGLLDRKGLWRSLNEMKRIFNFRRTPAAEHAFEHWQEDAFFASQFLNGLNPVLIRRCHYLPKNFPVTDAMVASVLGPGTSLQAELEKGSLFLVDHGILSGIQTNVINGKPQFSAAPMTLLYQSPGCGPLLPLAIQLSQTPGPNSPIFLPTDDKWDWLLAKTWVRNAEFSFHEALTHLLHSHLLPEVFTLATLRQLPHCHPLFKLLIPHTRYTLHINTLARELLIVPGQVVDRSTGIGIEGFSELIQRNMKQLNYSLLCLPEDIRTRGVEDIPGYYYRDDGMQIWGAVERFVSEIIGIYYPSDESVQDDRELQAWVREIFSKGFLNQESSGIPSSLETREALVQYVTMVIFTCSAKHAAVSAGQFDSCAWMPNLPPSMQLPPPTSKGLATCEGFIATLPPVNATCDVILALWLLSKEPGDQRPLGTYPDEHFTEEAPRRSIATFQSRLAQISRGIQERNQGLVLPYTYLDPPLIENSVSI
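Enzyme 50 nM, AA 45 uM, 25 mM Hepes pH 7.5 + 0.01% Triton X-100; cpd preinc 15 min RT, rxn 90 min RT; stop/detect with 200 uM XO + 300 uM Fe(II) in 50 mM H2SO4, 30 min; A573/A405.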
* marks the source's active call; other numbers are inactive results; ? = inconclusive; . = not tested or not shown; [ ] = another dose, or the depositor's remark. Unless noted, calls come from the whole dose curve; as a rule, active = well fitted curve in the direction sought with a large enough effect; inconclusive = small, poorly fitted or top-dose-only effect, or another doubt; inactive = no such curve, though single readings can be large; an effect the other way counts as inactive or inconclusive. Unless noted, % is set by controls: 0 for no effect and ±100 for the full control effect.

Structure,PNC assembly inh,12-hLO inh,IMPase cell inh,15-hLO-2 inh
C[N+]1(CCCC[N+]2(C)CCCCCCC2)CCCCCCC1,.,2%[11.4 µM],.,-2%[11.4 µM]
COc1ccc(C(=O)Nc2cc(OCc3ccccc3)c(Cl)cc2Cl)cc1,77,3%,7,.
Cn1c(C(=O)NCCN2CCN(c3ccccc3F)CC2)cc2c(=O)n(C)c3ccccc3c21,?,-3%,-4,26%
Cc1ccc2nc(NC(=O)Cc3cccs3)sc2c1,50,1%,-2,-14%
CCCCN(C(=O)NC(=O)Nc1ccc(C)cn1)S(C)(=O)=O,-11,2%,-7,.
CCOC(=O)c1sc(NC(=O)CSc2nnnn2-c2ccc(C)cc2)c(C(=O)OCC)c1C,-25,0%,-9,2%
O=S(=O)(NC1CCCCC1Sc1ncccn1)c1ccc(Cl)cc1 (stereo not given),-6,3%,8,.
Cc1ccccc1C(=O)Nc1nc(=S)ss1,?,-3%,-2,-24%
O=C1CC(c2ccco2)CC2=C1C=Nc1ccccc1N2 (stereo not given),?,-12%,9,-26%
COc1ccc(C2=NO[C@@H]3C(=O)N(c4cccc(C)c4C)C(=O)[C@H]23)cc1OC,24,-2%,10,-3%
Cc1cc(/C=C(\C#N)C(=O)NCc2cccs2)c(C)n1-c1ccc([N+](=O)[O-])cc1,?,6%,13,.
CC1CCCCC1NC(=O)COC(=O)c1c2c(nc3ccccc13)/C(=C/c1ccco1)CC2 (stereo not given),11,-8%,.,.
CC(=O)c1cccc(NC(=S)NC(=O)CC(C)(C)C)c1,14,-4%,2,-16%
Cc1cc(N=Cc2c(O)n(-c3cccc(Cl)c3)c(=O)c3ccccc23)no1,-24,-1%,.,.
CCC1(C)Cc2c(sc3nc(SC)nc(N)c23)CO1 (stereo not given),25,7%,1,4%
Cc1cccc(C(=O)NCCc2nnc(SCC(=O)Nc3nc(C)cs3)n2C)c1,3,1%,5,5%
O=C(CCS(=O)(=O)c1ccc(Cl)cc1)OCC(=O)N1CCCCC1,-7,2%,3,4%
CC(C)CCNC(=O)Cn1c2c(c(-c3ccccc3Cl)cc1=O)CCC2,?,-8%,-1,-13%
COCCn1c(C)cc(C(=O)COC(=O)c2n[nH]c3ccccc23)c1C,?,-1%,2,-1%
CC(=O)OC(C(=O)NC1CCCCC1)c1cccc(C)c1 (stereo not given),22,2%,1,5%
Cc1ccc2nc(SCC(=O)Nc3cc(C(C)(C)C)nn3-c3ccccc3)[nH]c2c1,7,-5%,15,.
O=C(O)c1ccn(Cn2cnc3ccccc32)n1,-23,2%,0,5%
O=C(N1CCCC1)N1CCN(c2ncnc3c(-c4ccc(Cl)cc4)nsc23)CC1,24,0%,-5,-4%
CC(=Nc1cccc(C)c1)c1sc2ccccc2c1O,-9,0%,13,2%
COCC(=O)N1CCC2(CCCN(c3ncccn3)C2)CC1,.,-1%,.,5%
CC(C)(C)n1ncc2c(=O)n(CC(=O)Nc3ccc(Cl)cc3)cnc21,?,-5%,5,-4%
CC(C)Cn1c(N)c(C(=O)NCCN2CCOCC2)c2nc3ccccc3nc21,?,-8%,-9,13%[2.29 µM]
Cc1cc(C(F)(F)F)nc(NCc2cccnc2)n1,24,4%,10,.
OCc1ccccc1NC(=S)Nc1cccnc1,-1,3%,6,-1%
COc1ccc(C(=O)NCC2OCCc3ccccc32)cc1 (stereo not given),54,-1%,0,-2%
COCCN(CC(=O)NCC1CCCO1)C(=O)CCC(=O)Nc1cc(C)on1 (stereo not given),?,2%,-1,-2%
Nc1nc2[nH]c(=O)[nH]c2c(=O)[nH]1,.,-1%,.,2%
COc1cccc(Cn2c(=O)c(-c3ccccc3)nc3cnc(N(C)C)nc32)c1,.,0%,.,-20%
Cc1ccc(S(=O)(=O)c2c(C)nn(C(C)(C)C)c2OC(=O)c2ccc(Br)o2)cc1,29,-3%,6,1%
COc1ccc(OC)c(S(=O)(=O)Nc2ccc(O)c(Sc3ncn[nH]3)c2)c1,-28,-5%,13,14%
Cc1ccc(NC(=O)Nc2cccs2)cc1,?,-22%,0,-6%
CCCN1C(=O)C(O)(C/C(C)=N/O)c2ccccc21 (stereo not given),17,-3%,-3,6%
Cc1nc(-c2cccnc2)sc1C(=O)Nc1ccc(Cl)cc1,33,-14%,5,7%
CCOC(=O)c1cnc(SCC(=O)NCc2cccs2)nc1N,-28,2%,3,20%
CCC(C(=O)NCc1ccco1)N(Cc1cccs1)C(=O)CNS(=O)(=O)c1ccccc1 (stereo not given),14,-2%,3,-6%
O=C(c1ccccc1)N1CCCC(C(=O)N2CCCCCC2)C1 (stereo not given),37,1%,-1,-6%
Cc1ccc(SCc2[nH]nc3c2C2(CCSCC2)C(C#N)=C(N)O3)cc1,-2,-30%,6,-7%
Clc1ccc2[nH]c3c(NCC4CCCO4)ncnc3c2c1 (stereo not given),-10,3%,19,26%
Cc1noc(C)c1S(=O)(=O)N1CCCCC1,?,5%,-12,-6%
COc1cc(NC(=O)C/C(C)=N/NC(=O)c2cccc(O)c2)c(OC)cc1Cl,-10,-2%,.,.
Cc1[nH]c2ccccc2c1N=Nc1ccccc1C(=O)O,-8,-15%,.,.
COc1cccc(-c2nn(C)c3sc(C(=O)N4CCN(c5ccccc5)CC4)cc23)c1,?,-7%,15,6%
CN(C)CCCO[C@H]1[C@@H]2OC(C)(C)O[C@@H]2O[C@@H]1[C@H](O)CO,.,0%[25.6 µM],-4[20.6 µM],3%[25.6 µM]
COCCn1c(SCC(=O)N2CCC(C)CC2)nc2ccccc2c1=O,28,0%,7,-2%
COc1ccc(/C(O)=C2\C(=O)C(=O)N(c3cc(C)on3)C2c2ccccc2OC)cc1 (stereo not given),-14,-6%,-29,15%
Cc1cc(C)nc(SCc2nnc(SCC(=O)Nc3nc(-c4ccccc4)cs3)n2-c2ccccc2)n1,-5,4%,15,-1%
Cc1ccccc1C(=O)N/N=C/c1ccc(Sc2ccccn2)o1,-13,-2%,.,.
COc1ccc(OC)c(NC(=O)CN2C(=O)NC3(CCOc4ccccc43)C2=O)c1 (stereo not given),-3,3%,-5,4%
CNc1ncnc2c1ncn2[C@H]1C[C@H](OP(=O)(O)O)[C@H](COP(=O)(O)O)O1,.,-3%,-3,9%
CC(C)n1c2ccccc2c2cc([N+](=O)[O-])ccc21,42,0%,.,.
CCCCN(CCCC)CCCNC(=O)CC1Oc2ccc(C)cc2NC1=O (stereo not given),25,3%,-1,9%
CC(=O)NC(CCS(C)(=O)=O)C(=O)Nc1ccc2c(c1)OCO2 (stereo not given),11,4%,1,0%
CCC(C)(C)NC(=O)C(c1cccc(OC)c1)N(C(=O)c1ccn[nH]1)c1cccc(OC)c1 (stereo not given),24,-4%,0,2%
CS(=O)(=O)N(CC(=O)Nc1cc(Cl)ccc1Cl)c1ccccc1,8,-3%,-4,3%
COc1ccc(-c2noc(-c3cccc(OC)c3OC)n2)cc1OC,8,5%,1,2%

Filtered by structure: the compounds so far containing fluorine.
Structure,PNC assembly inh,12-hLO inh,IMPase cell inh,15-hLO-2 inh
Cn1c(C(=O)NCCN2CCN(c3ccccc3F)CC2)cc2c(=O)n(C)c3ccccc3c21,?,-3%,-4,26%
Cc1cc(C(F)(F)F)nc(NCc2cccnc2)n1,24,4%,10,.

Additional entries
Structure,PNC assembly inh,12-hLO inh,IMPase cell inh,15-hLO-2 inh
COc1cccc(N=c2oc3c(C)ncc(CO)c3cc2C(N)=O)c1,25,-2%,3,-13%
COC(=O)c1cc(C)nc(N)c1C#N,18,2%,-4,-3%
Cc1ccc(N2C(=O)C3C(C2=O)C(C(=O)c2ccc(Cl)cc2)N2CCCC32)cc1 (stereo not given),?,?,-7,-25%
Cc1noc(C)c1C(=O)N1CCC2(CCN(Cc3cc(C(F)(F)F)cc(C(F)(F)F)c3)CC2)CC1,.,3%,.,29%
O=C(CCCC(=O)Nc1cccnc1)Nc1cccnc1,?,0%,-10,.
CC(C)C(NS(=O)(=O)c1ccccc1)C(=O)OCc1cc([N+](=O)[O-])cc2c1OCOC2 (stereo not given),11,-4%,14,.
COc1ccccc1NC(=O)CSc1nnnn1-c1ccc(C)cc1,?,6%,?,.
O=C1C2C3C=CC(C3)C2C(=O)N1c1n[nH]c(-c2cccnc2)n1 (stereo not given),-4,3%,10,2%
COc1ccc(-c2nc3n(n2)C(=O)CC(c2ccco2)S3)cc1 (stereo not given),0,-5%,16,.
C[C@@]1([C@@H](NC(=O)c2cccs2)c2ccc(-c3ccccc3)cc2)C[C@H]1C1CCCCC1,30,1%,.,.
O=c1ccc(Oc2nc(N3CCCCC3)nc(N3CCCCC3)n2)n[nH]1,-100*,-4%,3,-2%
O=C(O)CCC(=O)Nc1ccc(N2CCOCC2)cc1,-24,-7%,4,-1%
Cc1ccc2c(c1)[C@@H](O)C[C@@H](C)N2N=O,7,-26%,.,.
COc1cccc(NC(=O)CSc2nnc(Cc3cccs3)n2-c2ccc(C)cc2)c1,-2,-22%,4,7%
Cc1occc1-c1nnc(SCC(=O)c2c[nH]c3ccccc23)n1C,?,-5%,3,-5%
O=C(Nc1ccc(S(=O)(=O)NC2CCCCC2)cc1)c1ccco1,-100*,-2%,10,.
O=C(Nc1ccc(CN2CCOCC2)cc1)c1ccccc1F,8,41%,6,.
COCCn1c(=O)c(-c2ccccc2)nc2cnc(Oc3ccccc3)nc21,.,-3%,.,1%
CCOc1ccc2nc(NC(=O)CSc3ccccc3)sc2c1,-24,2%,4,-7%
CCOc1ccccc1N1CCN(C(=O)Nc2ccc(Cl)c(Cl)c2)CC1,111,-3%,10,10%
Cc1ccc(-c2nn(-c3ccccc3)cc2C(=O)Nc2cccc(S(=O)(=O)N3CCOCC3)c2)cc1,-23,6%,?,.
COc1ccc(OC)c(C(=O)CSc2nnc(-c3cccnc3)n2C)c1,0,-5%,11,-4%
CCOC(=O)C1CCCN(c2c(N3CCc4ccccc4C3)c(=O)c2=O)C1 (stereo not given),-24,-3%,-3,-5%
O=c1c(-c2ccc(Cl)cc2)nc2cnc(Oc3ccccc3)nc2n1C1CC1,.,-3%,.,-6%
CCCCP(=O)(c1ccccn1)c1ccccn1,3,2%,4,1%
CCNC(=O)CC1SC(=Nc2cccc3ccccc23)N(C)C1=O (stereo not given),-2,-3%,.,.
CNC(=O)c1ccc2nc(NC(C)=O)sc2c1,?,-3%,1,3%
CC(C)(CNS(=O)(=O)c1ccc(Cl)cc1)N1CCCCC1,?,-9%,9,11%
O=C(NCCc1ccc(F)cc1)N1CCOCC1,4,-1%,3,-3%
COc1cc(NC(=O)C2CCCN2C(=O)OCc2ccccc2)cc(OC)c1 (stereo not given),?,-1%,-1,-2%
CCC(C)NCCOCCOc1ccc(C)cc1OC (stereo not given),-3,-2%,.,.
O=C(Nc1nnc(-c2ccccc2F)s1)C1CCN(S(=O)(=O)c2ccc(Cl)cc2)CC1,1,-1%,-19,.
O/N=C/c1cc(Br)cc(Br)c1OCc1ccccc1,17,-9%,-2,-3%
CCc1ccc(N=c2c([N+](=O)[O-])nn(-c3ccccc3)n2O)cc1,19,-16%,9,-22%

These rows are one share of the data; rates above refer to the full screens.
